Bioassay records deposited in PubChem BioAssay by The Scripps Research Institute Molecular Screening Center.
CHO-K1 Ca PAM – counter-screen for M1 PAMs: effect in parental CHO-K1 cells | ATP EC20, Fluo-8 calcium fluorescence; 0% at ATP EC20, 100% at ATP max | activation, % at 3 µM | 360,000 compounds, 0.02% hits | AID 602247;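 active = activation above the run cutoff, the mean activation of all test compounds plus 3 SD, cut at about 40% in these data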;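 also: peak over basal fluorescence ratio in a 140 s read after ATP addition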
M4 PAM – CHRM4 positive allosteric modulation; activation, % at 3 µM; 360,000 compounds, 0.4% hits; CHO-K1 hM4/Gqi5, Fluo-8 calcium fluorescence, ACh EC20; 0% = ACh EC20, 100% = maximal ACh;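 active = activation above its plate's cutoff, the mean activation of sample wells plus 3 SD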; also: some results filed as inactive read as strong as hits
Target sequence (P08173 whole entry, looked up): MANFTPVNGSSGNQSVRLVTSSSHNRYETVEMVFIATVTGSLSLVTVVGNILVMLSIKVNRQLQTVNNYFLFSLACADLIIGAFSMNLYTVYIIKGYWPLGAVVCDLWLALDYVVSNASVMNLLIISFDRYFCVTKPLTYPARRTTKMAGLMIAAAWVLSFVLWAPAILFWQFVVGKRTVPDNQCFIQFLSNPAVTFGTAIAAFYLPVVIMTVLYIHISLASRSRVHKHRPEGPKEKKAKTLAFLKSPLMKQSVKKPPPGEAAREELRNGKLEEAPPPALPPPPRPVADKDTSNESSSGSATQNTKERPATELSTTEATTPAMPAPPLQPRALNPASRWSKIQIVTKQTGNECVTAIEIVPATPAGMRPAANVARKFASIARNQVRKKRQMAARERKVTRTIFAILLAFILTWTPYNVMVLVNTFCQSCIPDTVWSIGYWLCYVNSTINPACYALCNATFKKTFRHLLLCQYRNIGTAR
CHRM4 antagonist – blocks acetylcholine activation of human M4 receptor. P08173. CHO-hM4 cells, ACh EC80, Fluo-8 calcium fluorescence. inhibition, % at 3 µM. 360,000 compounds, 0.73% hits. AID 624125;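 active = inhibition above its plate's cutoff, the mean inhibition of sample wells plus 3 SD, cut at about 27% in these data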;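 also: 0% = acetylcholine EC80 with DMSO and 100% = DMSO without agonist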
M5 PAM – CHRM5 positive allosteric modulation; P08912; CHO-K1 hM5, Fluo-8 calcium, ACh EC20 PAM; 0% = ACh EC20, 100% = ACh EC100; activation, % at 3 µM; 360,000 compounds, 0.3% hits;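 active = activation above the run cutoff, the mean activation of all test compounds plus 3 SD, cut at about 18% in these data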
Target sequence (P08912 whole entry, looked up): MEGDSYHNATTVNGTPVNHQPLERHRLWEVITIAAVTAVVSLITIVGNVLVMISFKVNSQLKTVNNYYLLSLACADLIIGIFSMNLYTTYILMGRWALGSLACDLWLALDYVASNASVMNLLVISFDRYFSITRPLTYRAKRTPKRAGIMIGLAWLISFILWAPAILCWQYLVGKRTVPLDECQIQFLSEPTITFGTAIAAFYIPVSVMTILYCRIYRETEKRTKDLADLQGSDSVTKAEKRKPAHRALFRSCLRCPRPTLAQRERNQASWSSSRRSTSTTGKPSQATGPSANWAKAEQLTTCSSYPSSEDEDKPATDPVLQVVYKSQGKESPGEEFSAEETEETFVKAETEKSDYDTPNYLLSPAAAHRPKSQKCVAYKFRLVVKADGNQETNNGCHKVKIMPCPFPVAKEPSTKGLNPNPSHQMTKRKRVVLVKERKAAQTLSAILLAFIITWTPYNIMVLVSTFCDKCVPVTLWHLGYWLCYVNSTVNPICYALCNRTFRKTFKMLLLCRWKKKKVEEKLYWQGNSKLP
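Test system: CHO-K1 hM5 cells / Doses: single-point, 3 µM nominal / Times: Post-acetylcholine fluorescence recording 140 s / Technique: Fluo-8 calcium fluorescence / Measure: Max/basal fluorescence ratio as % of EC20–EC100 ACh window / Benchmarks: low control EC20 acetylcholine (0%), high control EC100 acetylcholine (100%) / Replicates: one well per compound, no replicates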
CHO-K1 Ca ag – M1 agonist counterscreen hit in parental CHO-K1 cells; 360,000 compounds, 0.48% hits; activation, % at 3 µM; Fluo-8 calcium fluorescence; scaled to maximal ATP response, vehicle zero; in the data active = activation above about 15%;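 also: untransfected CHO-K1 host cells lacking M1 receptor as counterscreen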
M4 ag – agonists of human muscarinic M4 receptor (CHRM4) | P08173 | CHO-K1 hM4/Gqi5, Fluo-8 calcium fluorescence; vehicle 0%, full acetylcholine response 100% | activation, % at 3 µM | 360,000 compounds, 0.14% hits | AID 624127;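 active = activation above the run mean over all test wells plus 3 SD, cut at about 32% in these data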;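 also: peak over basal fluorescence ratio per well then scaled between controls; 0% = DMSO wells and 100% = acetylcholine at EC100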
M5 ag – agonists of human muscarinic M5 receptor (CHRM5) | P08912 | CHO-K1 hM5 cells, Fluo-8 calcium fluorescence; 0% DMSO wells, 100% maximal acetylcholine response | activation, % at 3 µM | 360,000 compounds, 0.19% hits | AID 624037;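 active = activation above the run's mean over test compounds plus 3 SD, cut at about 23% in these data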;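 also: signal is peak over basal fluorescence ratio across the kinetic read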
M5 antag – blocks acetylcholine activation of human M5 receptor; CHO-hM5 cells, Fluo-8 calcium fluorescence, ACh EC80; inhibition, % at 3 µM; 360,000 compounds, 0.59% hits; AID 624040;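 active = inhibition above a per-plate cutoff, the mean of that plate's test compounds plus 3 SD, cut at about 27% in these data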;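 also: 0% = acetylcholine EC80 with DMSO and 100% = DMSO without agonist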
CHO-K1 Ca antag – counter-screen for M1 antagonists: effect in parental CHO-K1 cells; ATP-induced calcium, Fluo-8 fluorescence; inhibition, % at 3 µM; 360,000 compounds, 0.6% hits;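 active = inhibition above a per-plate cutoff, the plate's mean sample inhibition plus 3 SD, cut at about 24% in these data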;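 also: 0% = DMSO plus EC80 ATP and 100% = DMSO alone without ATP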
The depositor's hits bear a star.

SMILES	CHO-K1 Ca PAM	M4 PAM	CHRM4 antagonist	M5 PAM	CHO-K1 Ca ag	M4 ag	M5 ag	M5 antag	CHO-K1 Ca antag
O=C(NNC(=O)c1sccc1-n1cccc1)c1ccc(Cl)cc1	-8	7	-9	-2	0.3	1	-3	-1	12
O=C(c1cccc(C(F)(F)F)c1)N1CCc2c([nH]c3ccccc23)C1C(F)(F)F (configuration not stated)	-4	-12	12	-4	-0.2	-1	0	-9	-1
CCCCOc1ccc(C(=O)Nc2ccc(CN3CCOCC3)cc2)cc1	7	-15	4	-12	10	14	-11	22	-7
CNC(=O)COC(=O)c1ccc([N+](=O)[O-])cc1Cl	10	17	-10	7	-0.4	1	-1	-15	-16
Cc1cccc(C)c1OCCCn1ccnc1	7	3	-2	-4	0.6	0	-1	3	-8
CSc1cccc(N2CC(C(=O)NCCC3=CCCCC3)CC2=O)c1 (configuration not stated)	20	1	2	-2	0.7	2	-1	4	-19
CCOC(=O)c1csc(NC(=O)COc2ccc(Cl)cc2Cl)n1	22	-4	-12	3	1.7	8	2	4	-2
CN(C)c1ccc(C=C2C(=O)OC3(CCCC3)OC2=O)cc1	16	-3	2	0	0.6	0	4	6	-6
CCOC(=O)N1CCN(C(=O)COc2ccc(Cl)c(C)c2)CC1	-8	7	-7	-9	0.3	2	-1	3	-6
CCC(=O)c1ccc(OCC(=O)Nc2ccccc2C(=O)NC2CC2)cc1	3	-1	6	-8	1.0	3	4	-5	-1
Cc1nnsc1C(=O)N1CCN(c2ccc(C#N)cn2)CC1	-7	-4	1	2	0.5	1	-1	2	-1
NC(=O)c1ccccc1NC(=O)COC(=O)C1(c2ccccc2)CC1	-33	9	-11	0	1.9	8	9	2	6
CN1CCc2[nH]c3ccc(C(=O)NN)cc3c2C1	6	2	-1	-4	0.4	2	0	-4	-27
CCNC(=O)CSc1nc2ccccc2c(=O)n1-c1cccc(OC)c1	20	14	1	1	1.1	2	-1	8	-18
O=C(CCNC(=O)c1ccc([N+](=O)[O-])cc1)NCCCN1CCCC1=O	16	17	-8	-4	1.1	1	-4	11	-15
Cc1cccc(OCC(=O)NCC(=O)N=Nc2c(O)[nH]c3ccc([N+](=O)[O-])cc23)c1	-4	7	-9	2	0.3	2	3	3	-7
Cc1nn(C)c(Oc2cccc(Cl)c2)c1C(=O)Nc1ccc(F)cc1	15	-4	0	0	0.1	-3	-4	4	-5
CS(=O)(=O)c1ccc(C(=O)NCC2(N3CCCCC3)CCCCC2)cc1	2	-5	-4	-3	-0.2	0	-2	1	-6
O=C(COc1coc(CN2CCN(c3ccccc3F)CC2)cc1=O)NC1CCCC1	-17	8	2	-9	0.1	1	1	8	2
O=C1c2ccccc2C(=O)N1C1(C(=O)NC2(C(=O)O)CCCC2)CCCC1	23	9	-10	1	1.6	1	-3	18	-13
Fc1ccc(OCCCCCN2CCCC2)cc1	12	-3	10	3	0.8	2	-5	2	-17
COc1ccc(C=CC(=O)c2cc(O)ccc2O)cc1	-2	3	4	-6	-0.4	0	6	13	-5
O=C(CSc1nnc(C2CC2)n1-c1ccccc1)N1CCCC1	6	9	0	4	0.4	2	0	6	-8
CCOc1ccccc1NC(=O)/C=C/c1ccc(S(=O)(=O)N2CCOCC2)cc1	-6	9	-12	-4	0.7	7	0	6	2
Cc1cc(-c2n[nH]c(=S)n2/N=C/c2cccs2)n[nH]1	-9	-6	16	-1	0.6	0	0	2	14
N#Cc1ccccc1S(=O)(=O)N1CCN(CC(=O)Nc2ccccc2C(=O)NC2CC2)CC1	15	-8	5	-25	6.0	20	3	21	-19
CN(C(=O)c1ccc(COc2ccccc2Br)o1)c1ccccc1	15	8	5	2	-0.3	-1	-2	-3	7
CCN(CC)CCN1C(=O)C(=O)/C(=C(/O)c2ccc(S(=O)(=O)N3CCOCC3)cc2)C1c1ccc(C(C)C)cc1 (configuration not stated)	11	-5	2	2	1.4	0	-1	5	-16
CC(C)(C)c1[nH]nc2c1C(c1ccncc1)C(C#N)=C(N)O2 (configuration not stated)	14	7	-1	3	0.6	0	-2	0	-4
C[C@@H](CO)NC(=O)c1ccc2c3n(nc2c1)-c1ccc(Cl)cc1CO3	-19	-7	13	0	-0.1	1	1	15	-7
Cc1ccc(-c2nc3ncccn3c2Nc2ccc3c(c2)OCCO3)o1	12	6	-5	-1	0.5	3	-3	-6	-10
Cc1ccc(/C=C2/NC(=O)[C@H](C)NC2=O)cc1	7	-4	-1	-3	0.4	1	-2	2	7
CSc1ncc(Sc2ccccc2)c(C(=O)O)n1	-14	2	6	23*	0.0	1	8	-20	2
CC(=O)c1c(C)[nH]c(C(=O)OCC(=O)NCCc2ccc(F)cc2)c1C	6	2	-4	-11	3.3	7	-1	-2	-2
Cc1ccc(CN2CCNC(=O)C2CC(=O)NCCCn2cccn2)o1 (configuration not stated)	7	0	-4	0	2.5	3	3	12	-20
COc1ccc(CCC(=O)Nc2ccc(N3CCOCC3)cc2)cc1	1	1	4	-1	-0.1	2	0	-2	-3
Cc1ccc(NC(=O)COC(=O)CC2SC(N3CCCC3)=NC2=O)cc1 (configuration not stated)	23	5	1	5	5.5	1	-1	4	1
O=C(N=C1SC2CS(=O)(=O)CC2N1Cc1ccccc1)C1CCCO1 (configuration not stated)	12	2	5	-4	0.6	2	-2	18	-15
O=C(NCCc1ccccc1)c1c[nH]c2c(F)cccc2c1=O	-6	-6	5	-9	4.0	5	-1	19	-4
Cc1cc(C)cc(C(=O)NCC(=O)OCC(=O)N(C)C2CCS(=O)(=O)C2)c1 (configuration not stated)	4	5	-2	3	0.0	0	0	-1	1
COc1ccc([N+](=O)[O-])cc1NS(=O)(=O)c1cccc(C(=O)NCCCN2CCCC2=O)c1	15	0	-6	9	0.5	1	0	11	-10
Cc1ccc(S(=O)(=O)N2CCN(C(=O)c3sccc3-c3ccccc3)CC2)cc1	6	-7	2	-12	0.5	6	-6	30*	15
COc1cccc(/C=C/C(=O)Nc2ccc3nc4n(c(=O)c3c2)CCCC4)c1OC	-9	9	-5	11	0.9	4	3	-2	2
CCOc1ccc(C(C(=O)NCCOC)N(CCOC)C(=O)CCC(=O)Nc2ccccn2)cc1 (configuration not stated)	8	-5	2	-3	0.6	0	-1	10	-12
CCOc1ccc(N(CC(=O)NN=C2CCN(C)CC2)S(C)(=O)=O)cc1	24	5	4	-6	-0.2	-1	-1	8	-13
COc1cc(C)c(CN2CCC(Oc3ccc(C(=O)N4CCCC4)cc3)CC2)cc1C	7	-8	-25	-2	1.4	4	-7	-2	-11
CCCCn1c(N)c(N(CC(C)C)C(=O)CC2OC(=O)c3ccccc32)c(=O)[nH]c1=O (configuration not stated)	14	11	-6	2	1.0	0	5	4	1
Cc1ccccc1OCC(=O)Nc1ccc(N2CCN(S(C)(=O)=O)CC2)cc1	7	0	-1	4	3.4	7	-1	13	-9
COc1cccc(/C=C/C(=O)OCC(=O)N2CCN(S(=O)(=O)c3ccc(Cl)cc3)CC2)c1	6	0	6	-2	0.8	0	-4	15	-16
C[C@@H](NC(=O)[C@@H]1Cc2ccccc2CN1)C(=O)Nc1ccc2c(c1)OCCO2	18	-1	3	8	-0.6	1	-3	-19	-16
Cc1nc(-c2ccc(S(=O)(=O)N3CCN(CCc4ccccc4)CC3)s2)cs1	3	-2	-1	-13	0.5	0	-4	7	-9
O=C(CCCC(=O)N(CC(=O)NC1CCCC1)Cc1ccccc1Cl)Nc1ccccn1	6	5	-7	-2	0.7	1	-1	0	2
CCC(=O)N1CCN(c2ccc(Cl)cc2NC(=O)c2ccc(N3CCCC3)c([N+](=O)[O-])c2)CC1	8	7	-10	2	2.0	1	-1	-13	-2
Cc1ccc(S(=O)(=O)c2ccc([N+](=O)[O-])o2)cc1	0	-5	36*	-1	-0.2	0	-8	19	1
O=C(CN1CCCN(S(=O)(=O)c2ccc(Br)s2)CC1)Nc1ccc(Cl)cc1	-15	-3	7	-5	1.6	1	0	-10	13
COC(=O)[C@@]1(C(C)C)N=C(c2cc(OC)c(OC)c(OC)c2)[C@]2(O1)C(=O)N(C)c1ccc(Cl)cc12	-5	2	0	1	1.9	4	2	-4	-19
CCCCn1c(N)c(N(CC(C)C)C(=O)CCC2CCCCC2)c(=O)[nH]c1=O	1	1	2	-2	0.2	0	-3	8	1
CCn1c(SCc2ccc(C#N)cc2)nnc1-c1ccc(S(=O)(=O)N2CCCCC2)cc1	10	-17	5	-16	3.9	9	0	14	-6
CC(C)c1ccc(NC(=O)C2CCN(S(C)(=O)=O)CC2)cc1	7	7	-6	1	0.6	1	-6	3	-7
CC1(C)CC(=O)c2cnc(NC(=O)CCc3ccccc3)nc2C1	7	3	2	-3	0.7	1	-5	0	9
(cont.)
SMILES	CHO-K1 Ca PAM	M4 PAM	CHRM4 antagonist	M5 PAM	CHO-K1 Ca ag	M4 ag	M5 ag	M5 antag	CHO-K1 Ca antag
COC(=O)C1C=CC(OC2OC(COC(C)=O)C(OC(C)=O)C(OC(C)=O)C2OC(C)=O)n2c(=O)n(-c3ccccc3)c(=O)n21 (configuration not stated)	-16	8	-1	7	-0.2	1	4	7	-4
CC(C)C(=O)NC(=S)Nc1ccc(CN2CCOCC2)cc1	-2	3	-10	-2	0.5	1	-2	7	5
CC(/C=C/c1ccccc1)=N\NC(=O)c1cc(C)nc2ccccc12	-26	-5	-1	6	3.3	1	-1	-9	-16
Cc1c(C)n(CCC(=O)O)c2ccccc12	29	-7	11	-5	1.0	0	-3	-4	-7
Cc1cccc(NC(=O)c2oc3c(c2C)C(=O)CC(C)(C)C3)n1	-8	3	-21	-1	0.8	5	3	0	-7
C=CCNc1oc(-c2ccc(OC)cc2)nc1C#N	21	1	0	1	0.1	0	-2	-1	-14
CNC(=O)/C(C#N)=C/c1cn(CC(=O)NCc2ccco2)c2ccccc12	-1	1	2	3	1.8	3	3	3	-10
O=c1c(Cc2ccc(F)cc2)c(O)ccn1Cc1ccco1	8	8	-6	1	0.8	2	-5	10	-13
CC(NC(=O)c1ccccc1)c1nnc(SCC(=O)NC2=NCCS2)n1C (configuration not stated)	-10	-3	2	4	0.7	1	-3	3	-9
O=C(CC1SC(=Nc2ccccc2)N(CCc2ccccn2)C1=O)Nc1ccc(F)cc1 (configuration not stated)	12	-1	0	3	3.9	6	2	-9	3
OC(CNCc1ccco1)Cn1c2ccccc2c2ccccc21 (configuration not stated)	-1	-3	4	-2	3.0	13	2	3	0
NC(=O)C1CCN(CC(O)COc2ccc(-c3ccccc3)cc2)CC1 (configuration not stated)	3	2	0	-2	0.7	2	-2	7	2
